# Screens: PubChem, several laboratories
# RTF Ca sens act: cardiac RTF calcium sensitivity activators, primary screen, biochemical, IANBD-TnC fluorescence, EC20 calcium; Troponin I, cardiac muscle (Homo sapiens) + Troponin T, cardiac muscle (Homo sapiens) + …; IANBD-labeled TnC RTF fluorescence at EC20 calcium; 0% EC20 calcium, 100% full calcium; activation, % at 7.2 µM; 0.24% of 340,000 active; AID 493008, 2010;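 active = activation above the mean over all tested compounds plus 3 SD, cut at about 30% in these data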;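 note: rise in fluorescence read as greater calcium sensitivity of cardiac thin filaments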
# Rtt109 Vps75: inhibitors of C. albicans Rtt109/Vps75 HAT, primary screen, biochemical, ThioGlo CoA-SH fluorescence, plate reader. 0.16% of 330,000 active. AID 540336, 2011. Histone acetyltransferase RTT109 (Candida albicans (strain SC5314 / ATCC MYA-2876)), …. purified Rtt109/Vps75, 4 h. inhibition, % at 34.9 µM;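 active = inhibition of at least 50% in every replicate; inconclusive = best replicate reaches 50% inhibition but some replicates fall short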
# Target sequence (Q5AAJ8 whole entry, looked up): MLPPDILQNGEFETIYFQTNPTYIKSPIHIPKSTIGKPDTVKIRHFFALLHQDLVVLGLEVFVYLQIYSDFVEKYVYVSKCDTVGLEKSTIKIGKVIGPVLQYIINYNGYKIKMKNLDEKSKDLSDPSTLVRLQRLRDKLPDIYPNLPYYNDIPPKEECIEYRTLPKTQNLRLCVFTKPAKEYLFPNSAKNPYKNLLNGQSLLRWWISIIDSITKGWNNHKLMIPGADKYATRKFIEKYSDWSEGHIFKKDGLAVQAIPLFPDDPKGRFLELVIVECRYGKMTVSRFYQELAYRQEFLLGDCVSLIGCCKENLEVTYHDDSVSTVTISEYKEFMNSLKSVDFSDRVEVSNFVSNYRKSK
# RTF Ca sens inh: cardiac RTF calcium sensitivity inhibitors, primary screen, biochemical, IANBD-TnC fluorescence, EC70 calcium; Troponin I, cardiac muscle (Homo sapiens) + Troponin T, cardiac muscle (Homo sapiens) + …; IANBD-labeled cardiac RTF, Ca2+ fluorescence; inhibition, % at 7.15 µM; 0.12% of 340,000 active; AID 493244, 2011;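 active = inhibition above the mean inhibition of all tested compounds plus 3 SD, cut at about 17% in these data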;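 note: assay run at fixed EC70 calcium of 1.6 mM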
# LANA DNA inh: inhibitors of KSHV C-LANA binding to DNA, primary screen, biochemical, fluorescence polarization, FAM-LBS DNA, MBP-C-LANA, single point; 0.078% of 340,000 active; AID 504423, 2011; inhibition, % at 9 µM; Kaposi's sarcoma herpesvirus LANA C-terminal domain (residues 932-1162) DNA binding;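 active = highest replicate inhibition at or above 60% at 9 µM, even if other replicates fall short; inactive = all replicates below 60% inhibition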;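 note: 0% = neutral control wells and 100% = 4 µM acridine orange control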
# NSD2 HMT inh: NSD2 histone methyltransferase inhibitors, primary screen, biochemical, AlphaScreen, single concentration, set 2. Histone-lysine N-methyltransferase NSD2 (Homo sapiens), O96028. inhibition, % at 12.5 µM. NSD2 peptide methylation, 120 min. 0.54% of 310,000 active. AID 743445, 2014; in the data active = inhibition above about 50%
# PfHsp90 set2: growth inhibition of PfHsp90-expressing yeast, primary screen, antimalarial PfHsp90 inhibitor project, S. cerevisiae, BacTiter-Glo luminescence, single point, set 2 | AID 504621, 2011 | 0.32% of 310,000 active | inhibition, % at 9.4 µM | BacTiter-Glo ATP, 48 h; yeast lacking PDR1 and PDR3 efflux regulators;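 active = every replicate shows inhibition above about 80%, whatever the replicate mean, limit read from the data; inconclusive = mean inhibition reaches the set limit but some replicate falls short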;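 note: 0% = DMSO neutral controls and 100% = 20 µM radicicol positive controls; yeast relying on Plasmodium falciparum Hsp90 in place of its own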
# Keap1 Nrf2 FP: Keap1-Nrf2 protein-protein interaction inhibitors, primary screen, biochemical, fluorescence polarization, single point; Keap1 Kelch-Nrf2 peptide fluorescence polarization, 1536-well; 0.15% of 340,000 active; inhibition, % at 9.4 µM; in the data active = inhibition above about 12%; inconclusive = no clear call, values can overlap the other calls; inactive = below about 7.3%;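 note: human Keap1 Kelch domain with fluorescein labeled Nrf2 9mer peptide probe; 0% = neutral control wells and 100% = peptide positive control; higher means more block of Keap1 binding to Nrf2 peptide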
# PvdQ acylase: P. aeruginosa PvdQ acylase inhibitors, primary screen, biochemical, fluorescence, plate reader and imaging, single point. PvdQ acylase [Pseudomonas aeruginosa LESB58]. purified PvdQ acylase. inhibition, % at 10 µM. 0.063% of 340,000 active. AID 488965, 2010; in the data active = inhibition above about 30%, passing the limit was not always enough; inconclusive = no clear call, values can overlap the other calls;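 note: 0% = vehicle neutral wells and 100% = reference inhibitor wells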
# CDK5 p35 inh: inhibitors of human CDK5/p35 kinase, primary screen, biochemical, single concentration; Cyclin-dependent kinase 5 (Homo sapiens) + Cyclin-dependent kinase 5 activator 1 (Homo …; Recombinant CDK5/p35, ADP-Glo luminescence, 60 min; inhibition, % at 10 µM; 0.01% of 330,000 active; AID 488839, 2010;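 active = highest replicate inhibition of at least 50% and at least 75% of replicates reaching 50%; inconclusive = only one of the two criteria met; inactive = both criteria failed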;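 note: plate controls were DMSO neutral control for no effect and GW8510 at 10 µM for full effect; many of its hits are not listed in these tables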
# Target sequence (Q00535 whole entry, looked up): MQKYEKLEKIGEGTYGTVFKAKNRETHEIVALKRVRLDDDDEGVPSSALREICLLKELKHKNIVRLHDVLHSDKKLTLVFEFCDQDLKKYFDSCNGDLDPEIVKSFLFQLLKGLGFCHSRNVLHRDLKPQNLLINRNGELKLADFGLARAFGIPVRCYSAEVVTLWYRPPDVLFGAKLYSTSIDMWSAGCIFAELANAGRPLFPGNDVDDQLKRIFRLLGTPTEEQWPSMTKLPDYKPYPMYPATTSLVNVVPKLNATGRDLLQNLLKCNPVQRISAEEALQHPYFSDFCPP
# Target sequence (Q15078 whole entry, looked up): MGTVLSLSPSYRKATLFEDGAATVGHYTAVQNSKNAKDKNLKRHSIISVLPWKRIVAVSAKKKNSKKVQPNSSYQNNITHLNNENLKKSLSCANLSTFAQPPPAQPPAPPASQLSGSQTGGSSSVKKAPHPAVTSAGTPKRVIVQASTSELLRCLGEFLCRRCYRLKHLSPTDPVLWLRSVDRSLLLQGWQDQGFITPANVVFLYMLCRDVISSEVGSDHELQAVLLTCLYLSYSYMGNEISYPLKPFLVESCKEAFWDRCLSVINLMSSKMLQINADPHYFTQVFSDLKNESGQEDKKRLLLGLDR
# dFosB activator: activators of delta FosB homodimer, primary screen, biochemical, fluorescence polarization, TAMRA-CDK5 oligo, single point; Protein FosB (Mus musculus), P13346; purified delta FosB; percent of positive-control signal above neutral wells; activation, % at 25 µM; 0.99% of 340,000 active; AID 493131, 2011;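 active = mean activation above about 17%, with every replicate also reaching it, limit read from the data, passing the limit was not always enough; inconclusive = only one of the two conditions met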;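 note: fluorescence polarization rise as delta FosB binds a TAMRA Cdk5 AP-1 oligo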
# SUMO Mot1 rescue: yeast Mot1-301 growth rescue at high temperature, primary screen, SUMOylation pathway inhibitor project, S. cerevisiae, ATP luminescence, 38.5C | S. cerevisiae Mot1-301 growth rescue; percent above DMSO median, 100 means doubled | growth rescue, % at 18.8 µM | 1% of 320,000 active;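 active = every valid replicate shows activation above 250% relative to neutral control wells; inactive = the rest, any valid replicate at or below 250%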;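 note: OY570 slx delta 5 strain wells were the positive control but not used for scaling; some compounds called inactive have numbers as strong as hits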
# Active calls of the source: *; u = inconclusive; x = not tested or not shown.
SMILES,RTF Ca sens act,Rtt109 Vps75,RTF Ca sens inh,LANA DNA inh,NSD2 HMT inh,PfHsp90 set2,Keap1 Nrf2 FP,PvdQ acylase,CDK5 p35 inh,dFosB activator,SUMO Mot1 rescue
CN(C(=O)NC1CC(=O)N(c2ccc3c(c2)OCCO3)C1)c1ccccc1 (stereo not given),1.5,10.7,-15.9,0.2,-0.9,x,5.6,1.6,-0.1,1.8,9.6
O=C(Nc1sc2c(c1C(=O)O)CCCC2)c1ccccc1Cl,0.1,-4.5,-11.5,-0.7,-1.3,-33.6,1.2,-13.3,1.1,1.3,-9.1
COc1ccc(C(=O)N2CCCC(c3nc(-c4cccs4)no3)C2)cc1OC (stereo not given),1.4,5.0,2.6,1.0,-3.8,-14.7,-0.2,-4.3,1.1,3.8,10.4
CCC(=O)Nc1ccc(NC(=O)c2ccccc2)nc1,-0.7,-8.7,-2.5,0.4,-1.5,x,-1.2,-9.5,1.1,-0.1,14.3
COc1ccccc1/C=C/C=N/n1c(-c2ccc(Cl)cc2Cl)n[nH]c1=S,4.2,2.5,-3.7,-4.4,9.8,-59.9,-5.0,-10.4,1.0,-12.3,-1.7
CCOC(=O)C1=C(C)C2C3C(=O)N(c4cc(C)ccc4C)C(=O)C3C1(C)C1C(=O)N(c3cc(C)ccc3C)C(=O)C21 (stereo not given),2.4,17.4,-1.0,0.5,-1.2,-4.1,4.3,-6.9,-1.0,-17.4,18.7
Cc1nc2c(C)cccn2c(=O)c1NC(=O)c1ccc2c(c1)OCO2,-4.7,10.6,-9.3,-0.2,2.9,-13.5,-1.8,11.5,-1.3,-2.2,59.3
CCNc1nc(-c2ccc(OC(F)F)cc2)c(C)s1,14.4,19.2,1.7,0.6,4.3,-21.9,-0.9,-5.7,-6.9,-6.1,-8.1
Cc1ccc(C)c(S(=O)(=O)N2CCN(C(=O)c3ccc(-n4cncn4)c([N+](=O)[O-])c3)CC2)c1,-2.1,x,-4.7,x,-0.5,26.3,x,-16.9,0.9,8.5,-0.9
COc1ccc(NC(=O)CN2C(=O)COc3ccc(S(=O)(=O)N4CCCCC4)cc32)cc1OC,0.4,-2.6,-0.7,0.7,0.3,26.1,-7.1,-12.0,2.1,-12.2,-10.3
Cc1ccc(C(=O)OCC(=O)Nc2sc3c(c2C#N)CCCCC3)cc1NC(=O)c1ccco1,-7.7,4.0,-10.1,-2.2,x,-19.1,-6.1,-8.7,-3.1,6.6,-3.1
c1ccc(OCc2nnc3n2CCCCC3)cc1,1.3,-7.0,2.9,-2.0,x,-0.1,0.2,-0.3,2.0,2.6,-11.4
Cc1ccc(NC(=O)c2ccc(N3CCOCC3)c([N+](=O)[O-])c2)cc1S(=O)(=O)N1CCOCC1,0.1,1.5,-9.8,2.4,1.9,10.2,-5.4,-0.6,1.8,0.6,0.3
CCOC(=O)N1CCN(C(=O)Cn2cnc3ccccc3c2=O)CC1,3.5,-0.5,6.6,-1.1,3.5,2.3,2.5,1.3,2.3,-1.3,-15.7
CCCc1nnc(NC(=O)c2nc(S(=O)(=O)Cc3ccc(C)cc3)ncc2Cl)s1,-5.8,u,-10.1,0.3,23.9,12.2,-1.6,3.5,-2.2,-3.3,10.2
Cc1cc(NS(=O)(=O)c2ccccc2)n(-c2ccccc2)n1,0.5,-2.2,-15.2,-0.7,-3.6,63.1,-3.6,-0.5,-8.7,2.9,-10.7
O=C1CCC(C(=O)N2CCCCO2)CN1Cc1cccc(C(F)(F)F)c1 (stereo not given),-4.3,2.2,-9.6,2.5,10.3,29.0,-1.1,-6.0,-1.7,-9.4,1.1
COc1ccc(C2=NN(C(=O)CSc3cn(C)c4ccccc34)C(c3ccc(OC)cc3)C2)cc1 (stereo not given),0.1,0.7,-1.9,-1.3,x,-2.7,2.2,-1.0,-1.6,-11.3,-3.6
CCOc1c(OC(C)=O)ccc(/C=C/c2ccc3cccc(OC(C)=O)c3n2)c1[N+](=O)[O-],-0.1,-4.6,-4.0,-0.3,1.9,-25.3,-0.6,9.7,0.1,7.8,13.3
CC(C)Oc1ccc(C(CC(=O)O)NC(=O)Cc2ccccc2)cc1 (stereo not given),-1.2,-2.1,-5.7,0.3,-2.7,-14.4,-2.6,-10.7,1.8,1.8,2.7
COc1ccc2oc(C(=O)OCC(=O)Nc3ccccc3OC)c(C)c2c1,2.5,-4.8,-9.8,1.2,-1.0,19.2,2.2,-17.7,0.2,-1.0,-1.4
Cn1c(C(=O)N(Cc2ccccc2)Cc2ccccn2)cc2sccc21,1.4,5.3,-15.0,-0.7,11.5,-7.2,-6.8,-9.3,-1.2,-10.7,781.9
CC(C)(C)c1ccc(C(=O)N/C(=C\c2cccs2)C(=O)NCc2ccco2)cc1,18.5,u,-10.8,-0.6,x,x,-7.7,-1.6,-9.6,-2.1,-18.7
COc1ccc(CN2CNc3nc4ccccc4n3C2)cc1,5.0,-0.7,-3.4,0.9,-0.2,4.7,-1.1,-12.8,-1.6,-2.0,644.3
CCC(C)C(=O)Nc1nccs1 (stereo not given),-2.1,3.5,-9.9,4.6,1.5,4.7,4.4,-10.5,-0.2,-12.3,3.9
CS(=O)(=O)N1CCCC(C(=O)NCc2cccs2)C1 (stereo not given),2.1,-6.9,-5.5,2.9,6.6,-3.4,-3.7,-9.7,-2.3,6.6,-14.2
C=CCn1cnnc1SCC(=O)NCC1COc2ccccc2O1 (stereo not given),0.4,7.0,-8.3,-1.1,-2.0,0.5,0.7,4.9,2.8,-2.5,x
Cc1cccc(NS(=O)(=O)c2ccc(-c3ccc(=O)[nH]n3)o2)c1,1.2,-11.4,-0.1,-0.2,-0.1,-0.5,2.3,-5.5,1.0,-3.2,-0.4
COc1ccc(Cl)cc1NC(=S)NCCC(c1ccccc1)c1ccccc1,-7.4,0.8,-0.2,-1.2,26.6,7.9,-0.9,-12.5,0.6,-2.5,-11.1
COc1ccc(OCC(=O)NNC(=S)NC(=O)C2CC2)cc1,3.6,-2.6,-1.8,-1.5,-1.8,-24.2,-4.2,-8.8,2.0,-4.2,-5.7
COc1ccccc1NS(=O)(=O)c1cccc(C(=O)NCC(c2ccccc2OC)N2CCCC2)c1 (stereo not given),-6.6,5.9,-2.5,0.3,2.1,-9.9,-0.7,-9.5,-1.0,-0.7,1.5
CCOc1cc(/C=N/NC(=O)c2cccnc2)ccc1OCC(=O)N(C)C,-1.3,-3.1,-10.4,0.0,-2.6,-7.2,1.2,7.2,-1.2,0.5,11.1
O=C(NC1CCN(Cc2ccccc2)CC1)c1ccc(N2CC3CC(C2)c2cccc(=O)n2C3)c([N+](=O)[O-])c1 (stereo not given),-6.2,11.3,-7.5,2.4,6.0,x,1.6,-9.2,-4.2,-8.4,261.2
Cc1cccc(NC(=O)c2nc(S(=O)(=O)Cc3ccccc3)ncc2Cl)c1,-6.0,-6.8,-9.7,0.3,4.1,98.3*,-7.7,-14.7,-0.6,2.2,112.9
CCOc1ccc(/C=C2\SC(=S)N(Nc3ccccc3)C2=O)cc1OC,5.3,x,3.0,-0.1,4.0,-1.8,-2.2,7.5,0.6,-14.4,16.5
O=C(c1ccccc1NS(=O)(=O)c1ccccc1)N1CCCCCC1,1.1,12.0,-7.2,0.9,-3.6,-8.4,-4.1,3.6,-1.0,-10.4,99.1
CCCC1=NN(C(=O)Cc2ccc(OC)cc2)C(O)(C(F)(F)F)C1 (stereo not given),3.0,-2.5,-1.1,-0.1,-2.1,-27.1,-5.9,-6.0,x,2.2,-6.5
CN1CCN(Cc2cc(=O)oc3cc4c(cc23)CCC4)CC1,0.6,2.5,7.5,-2.9,6.9,-2.6,-0.1,-6.1,0.2,-11.0,-3.4
O=C(CC1CCCCC1)c1c(O)c2ccccc2oc1=O,1.9,x,-7.2,-0.4,9.9,x,-4.0,-12.2,-1.1,-8.1,12.7
